NOD2 RIPK2 PPI: NOD2-RIPK2 protein interaction inhibition. O43353. CHO BLA complementation NOD2-RIPK2, CCF4 ratio. inhibition, % at 4.98 µM. 0.38% of 360,000 active; in the data active = inhibition above about 21%;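 also: 0% = vehicle only and 100% = reference blocker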
SRC3 inh: inhibits human SRC3 coactivator; Q9Y6Q9; HEK293 GAL4-SRC3 luciferase reporter, luminescence; inhibition, % at 3.6 µM; 0.17% of 360,000 active;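 active = inhibition above a per-campaign cutoff, the mean of all compounds plus 3 SD, cut at about 60% in these data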;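 also: 0% = DMSO-treated cells and 100% = gossypol-treated cells at 36 µM; higher means less SRC3-driven luciferase light from the GAL4 reporter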
TROY NFkB inh: inhibitors of TROY-dependent NF-kB signaling. Q293 LMP1-TROYcd NF-kB luciferase reporter, 4 h. inhibition, % at 10 µM. 0.98% of 360,000 active;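 active = compounds whose plate-normalised and pattern-corrected inhibition of the luciferase reporter signal at the single screening dose is 50% or more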
TLR9-MyD88 block: blocks human TLR9 binding to MyD88 | Q9NR96+Q99836 | CHO BLA complementation TLR9-MyD88, CCF4 FRET ratio | inhibition, % at 4.98 µM | 0.21% of 340,000 active;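 active = inhibition above the mean over all tested compounds plus 3 SD, cut at about 21% in these data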;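 also: 0% = DMSO only wells and 100% = clavulanate BLA inhibitor control wells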
SRC2 inh: inhibits human steroid receptor coactivator 2; Q15596; HEK293 GAL4-SRC2 luciferase reporter, luminescence; inhibition, % at 9 µM; 0.17% of 370,000 active; AID 651957;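 active = inhibition above the mean inhibition of all tested compounds plus 3 SD, set per campaign, cut at about 52% in these data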;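 also: 0% = DMSO treated cells and 100% = cells given Gossypol at 36 µM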
EBV LMP1 NFkB: reduces LMP1-driven NF-kappaB luciferase signal; LMP1-induced NF-kappaB luciferase reporter cells, luminescence; inhibition, % at 12.5 µM; 0.69% of 350,000 active; AID 504558; in the data active = inhibition above about 41%;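 also: 0% = neutral control wells and 100% = reference inhibitor control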
C8 TRAIL sens: caspase-8 TRAIL sensitization; NB7+C8 cells + TRAIL, ATPlite viability luminescence; inhibition (viability loss, TRAIL sensitization), % at 10 µM; 1% of 360,000 active; AID 624354;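 active = compounds causing at least 50% loss of cell viability in the single-dose screen, relative to plate controls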
COUP-TFII inh: blocks human COUP-TFII nuclear receptor. inhibition, % at 8.6 µM. HEK293T NGFI-A luciferase reporter, luminescence. 0.7% of 370,000 active. P24468;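 active = inhibition above a per-plate cutoff, mean inhibition of test wells between control levels plus 3 SD, cut at about 38% in these data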;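 also: cells cotransfected with COUP-TFII expression vector driving the NGFI-A reporter; 0% = median of COUP-TF2 test wells and 100% = reporter-only cells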
NCOA1 inh: inhibits human SRC1 coactivator; Q15788; HEK293 GAL4-SRC1 luciferase reporter, luminescence; inhibition, % at 3.6 µM; 0.12% of 360,000 active; AID 588354;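 active = inhibition above the campaign mean plus 3 SD, with each screening campaign given its own cutoff, cut at about 60% in these data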;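 also: 0% = DMSO treated cells and 100% = gossypol at 36 µM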
Vif imaging: HIV Vif inhibition | HEK293T cells, Vif self-association by quenched fluorescence, imaging, 24 h | inhibition, % at 7.49 µM | 0.35% of 340,000 active | AID 602346; in the data active = inhibition above about 50%, passing the limit was not always enough; also: some results filed as inactive read as strong as hits
LRH-1 inv ag: NR5A2 inverse agonism in reporter assay; O00482; AID 602396; inhibition, % at 3.6 µM; HEK293T StAR-luciferase reporter, LRH-1 transfected, 24 h; 0.13% of 360,000 active;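 active = inhibition above the mean inhibition of all tested compounds plus 3 SD, cut at about 73% in these data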;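 also: 0% = DMSO wells and 100% = reporter-only cells lacking LRH-1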
The depositor's hits bear a star; . = not tested or not shown.

Order of values – TLR9-MyD88 block	C8 TRAIL sens	TROY NFkB inh	EBV LMP1 NFkB	SRC2 inh	NOD2 RIPK2 PPI	LRH-1 inv ag	Vif imaging	COUP-TFII inh	SRC3 inh	NCOA1 inh
COc1ccc(NC(=O)COC(=O)CCC2CCCCC2)cc1
  -3	-4	-5	-6	-13	4	6	7	2	-16	-7
Cc1ccccc1CC(=O)N1CCN(C(=O)c2ccco2)CC1
  -8	-6	-5	-4	2	-3	3	-3	2	1	-5
CCC1=[N+](CC(=O)c2ccc(C)cc2)CCn2c(C)ccc21
  5	15	0	-17	-30	-8	-33	-7	-27	-50	-45
CC(C)c1ccc2nc3sc(C(=O)N4CCc5ccccc5C4)c(N)c3cc2c1
  11	25	6	-2	-38	6	-26	5	-18	-42	-23
COC(=O)Cc1c(C)nc2nc(NCc3c(F)cccc3Cl)[nH]n2c1=O
  -15	1	5	6	3	5	12	14	11	2	-2
COc1ccc2nc3sc(C(=O)NCCN4CCc5ccccc5C4)cc3cc2c1
  -8	13	-87	-27	-53	9	-24	-8	-36	-16	-51
COc1ccc(Cl)cc1N(C(C)=O)c1nc(C)cc(C)c1C#N
  -3	-3	9	-6	-6	-6	22	-5	-7	8	0
Cc1ccc(F)c(S(=O)(=O)NC(=O)C2(C)CCN2C(=O)Cc2ccc(C(C)(C)C)cc2)c1 (centres undefined)
  .	3	-5	.	-9	-3	8	4	-3	-5	0
Cc1cc2c(=O)oc(-c3ccc(Br)cc3)nc2s1
  -10	42	-43	-21	-17	-6	1	-4	-11	8	-6
Cc1ccccc1Nc1nc(N)nc(COc2ccc(C#N)cc2)n1
  -2	-6	-19	-13	-14	-3	-7	-10	-11	-6	6
COc1ccc(C(C)(NC(C)=O)c2nc(-c3cccc(C(=O)O)c3)cs2)cc1 (centres undefined)
  .	0	-11	.	11	3	-52	1	8	-29	-21
O=C(CCc1nnc2n(Cc3ccc(Cl)cc3)c(=O)c3ccccc3n12)NCCCN1CCOCC1
  9	-9	-9	.	8	-2	1	15	-18	20	10
COc1ccc(NC(=O)C2CCCCC2)cc1S(=O)(=O)N1CCOCC1
  1	8	4	-8	5	-1	9	2	-5	0	10
COc1ccc(C2CC(=O)C3=C(C2)Nc2ccccc2N(C(=O)CCC(=O)O)C3c2ccc(F)cc2)cc1OC (centres undefined)
  2	-13	-10	-2	7	-4	10	0	13	21	-12
CCOc1cc(NC(=S)Nc2cccc(OC)c2)c(OCC)cc1NC(=O)C(C)C
  -5	-14	-6	0	-45	-1	-18	-5	0	-23	6
CNC(=O)C1=C(C)NC(=S)NC1c1cc2c(cc1OC)CCCC2 (centres undefined)
  4	-4	-10	-1	3	0	-16	3	3	12	3
Cc1ccc(S(=O)(=O)N2CCC(C(=O)N[C@@H](Cc3ccccc3)C(=O)O)CC2)cc1
  -4	-1	1	5	-22	-5	-2	-18	0	8	13
O=C1C2C3C=CC(C3)C2C(=O)N1Cc1ccc(CN2C(=O)C3C4C=CC(C4)C3C2=O)cc1 (centres undefined)
  -4	21	-5	9	-11	1	-12	4	6	20	3
CCCCCCN1CCN(C2CN(Cc3ccc(F)cc3)S(=O)(=O)C2)CC1 (centres undefined)
  .	8	2	.	5	-1	6	.	14	9	6
CCOC(=O)c1cccc(NC(=O)CC2Oc3ccccc3NC2=O)c1 (centres undefined)
  1	-5	20	9	-14	2	10	-5	-15	9	6
CCCNC(=S)N1CC2(C)CN(C(=O)C(=O)OCC)CC(C)(C1)C2=O
  -7	-1	-6	8	-11	1	9	.	-15	6	3
CCN(CC)c1ccc(CNCc2cccs2)cc1
  3	10	-32	7	11	-7	1	11	-6	14	8
COc1ccc(CCN(C)CCc2ccc(OC)c(OC)c2)cc1OC
  -11	4	-1	6	22	3	3	-3	-5	2	-13
COc1ccc(N2CC(NS(=O)(=O)c3cccnc3)CC2=O)cc1 (centres undefined)
  3	-9	-3	3	15	-3	-26	-9	1	-7	1
CC(C(=O)OCC(=O)c1ccc(Br)cc1)N1C(=O)C2C3CCC(C3)C2C1=O (centres undefined)
  -8	5	7	-8	26	-11	8	0	4	-4	-6
CC(C)c1ccc(NC(=O)CN2C(=O)COc3ccc(S(=O)(=O)N4CCOCC4)cc32)cc1
  -7	4	1	-13	2	2	-6	9	-10	-9	-58
CC(Sc1ccccc1)C(=O)NN=C1CCN(C)CC1 (centres undefined)
  .	31	-6	-3	-26	2	7	4	7	1	-16
Cc1ccccc1N(CC(=O)NCC1CCCO1)C(=O)CCC(=O)Nc1nccs1 (centres undefined)
  1	-4	-5	-2	-5	-9	12	1	3	-6	-19
Cc1nn(CC(=O)NCCN2CCOCC2)c(=O)c2cc3sccc3n12
  -5	-22	8	-4	-10	0	-2	0	22	14	7
CC1CCN(c2cc(N3CCN(C(=O)c4ccc(F)c(F)c4)CC3)c([N+](=O)[O-])cc2F)CC1
  3	15	17	3	4	6	20	-3	-2	4	1
CCCn1c(=O)c2c(nc3n2CCS3)n(C)c1=O
  4	-1	-1	-11	-20	7	7	2	1	16	-11
Cc1ccc(NC(=O)CN2CCCC2)c2c1CC(C)(C)O2
  -7	-6	-7	-12	6	-15	6	6	-2	17	-17
Nc1cccc(-c2nc3ncccc3o2)c1
  1	-9	-4	-11	-24	3	-25	9	-29	-36	-24
O=C(NCCc1ccccc1)C(=O)NCCC1CCCCN1S(=O)(=O)c1cccs1 (centres undefined)
  -3	9	12	-2	0	6	-6	1	10	-7	-4
Cc1cccc(NC(=O)c2nc[nH]c2C(=O)NCCCCCCNC(=O)c2[nH]cnc2C(=O)Nc2cccc(C)c2)c1
  -13	21	8	-14	16	0	8	1	-3	5	-13
N#CCOc1nc(N2CCOCC2)nc(N2CCOCC2)n1
  0	-6	13	4	-1	-1	3	8	0	-3	-21
Cc1ccc(NC(=O)CCS(=O)(=O)c2ccc3c(c2)NC(=O)C(C)S3)nc1 (centres undefined)
  -3	-11	-4	3	-2	-9	10	1	5	-10	-10
CC1=NNC(=O)C1CC(=O)N/N=C/c1cccs1 (centres undefined)
  -8	-7	54*	-3	-28	-2	17	4	17	15	-5
COc1ccc(-c2noc(C3CCCN(S(=O)(=O)c4ccc(C)c(Cl)c4)C3)n2)cc1OC (centres undefined)
  0	7	16	4	11	-10	15	8	-14	6	6
COc1ccc(-c2nnc3ccc(SCC(=O)Nc4nc5ccc(C)cc5s4)nn23)cc1OC
  -5	1	87*	-16	-4	0	0	-4	15	13	-4
Cc1ccccc1CN1CCN(c2ccc(S(=O)(=O)N3CCCC3)cn2)CC1
  -10	3	-1	7	-9	7	-17	-3	6	13	-8
CCc1nc2ccc(C(=O)N(C)C(C)C)cn2c1N(CC)Cc1cccc(Br)c1
  .	17	-2	.	13	-7	31	3	11	4	16
O=C(CN(C(=O)Cn1nnc(-c2ccc(F)cc2)n1)c1cnc2ccccc2c1)NCC1CCCO1 (centres undefined)
  -3	-7	-6	8	14	-5	5	6	-2	17	8
Cn1c(=O)c(=O)n(C)c2cc(S(=O)(=O)N3CCN(c4ccccc4F)CC3)ccc21
  -11	1	11	13	-10	8	18	11	16	12	-1
Cc1ccccc1-c1nc(CS(=O)(=O)CC(=O)NCCCN2CCCC2)c(C)o1
  4	-8	-4	2	-18	-9	-5	-8	-43	7	5
O=C(c1ccccc1)N1CCN(C2c3cccc4cccc(c34)C2NS(=O)(=O)c2ccccc2)CC1 (centres undefined)
  -11	6	6	-5	9	7	10	3	11	12	-3
CCOc1cc(/C=C/c2cccc[n+]2C)ccc1OCC(=O)Nc1ccc(C)cc1
  4	2	8	-1	20	-2	-7	1	17	3	2
O=C(C1CC1c1ccccc1)N1CCN(c2cccc(Cl)c2)CC1 (centres undefined)
  5	-1	5	-2	15	2	10	-12	-8	14	-32
CC(C)CC(=O)Nc1ccc(OCC(=O)O)cc1
  -5	-14	-5	3	-8	1	-13	6	-11	12	-10
COc1cccc(/C=C/C(=O)OCC(=O)Nc2cccc(S(=O)(=O)NC3=NCCCCC3)c2)c1
  0	5	13	-3	-11	3	-36	-6	1	-1	3
O=C(NNC(=S)Nc1ccc(Cl)c(Cl)c1)c1ccccn1
  -6	35	-12	62*	-35	-3	0	.	-25	-7	-6
Clc1ccc(-c2csc3ncnc(NCCN4CCOCC4)c23)cc1
  4	-6	23	21	33	-7	-12	-4	31	35	30
CCCn1cc(S(=O)(=O)c2ccc(OC)cc2)c(=O)c2cc(OC)ccc21
  5	-2	-2	3	-18	12	3	-4	-14	-17	-23
Cc1ccc(NC(=O)CCN2C(=O)c3cccc4cccc(c34)C2=O)cc1
  3	4	-3	2	-14	-13	23	6	-10	13	2
O=C(NCc1nnc(SCC(=O)N2CCCC2)o1)c1ccc(F)cc1
  -11	-3	0	-9	-52	3	18	2	-15	12	-25
CCOC(=O)Cn1cc(/C=C/[N+](=O)[O-])c2ccccc21
  -2	-9	18	5	4	-7	13	-13	5	16	-5
CC(C)(C)c1ccc(CC(=O)N2CCC2(C)C(=O)N2CCCCC2)cc1 (centres undefined)
  .	13	-11	.	-1	-8	9	13	-1	-33	-1
CCS(=O)(=O)c1nc(S(=O)(=O)c2ccc(C)cc2)c(N2CCC(C)CC2)s1
  4	-10	-4	-1	18	4	-2	7	-10	-15	10
CCOc1cc(/C=N/NC(=O)c2ccccc2-n2cccc2)ccc1O
  8	20	13	71*	-2	2	22	-2	-3	-29	1
CCOC(=O)c1ccc(NC(=O)NCc2c(C)nn(CC)c2C)cc1
  -5	-3	-1	-1	-7	-9	2	-6	-11	-11	-4

Later entries.
Order of values – TLR9-MyD88 block	C8 TRAIL sens	TROY NFkB inh	EBV LMP1 NFkB	SRC2 inh	NOD2 RIPK2 PPI	LRH-1 inv ag	Vif imaging	COUP-TFII inh	SRC3 inh	NCOA1 inh
CCCCNC(=O)c1ccc(CS(=O)(=O)c2ccccc2OC)o1
  -7	-8	8	-5	3	-2	-1	.	-10	19	-5
O=S(=O)(NCc1ccc(C(F)(F)F)cc1)c1ccc(-n2cnnn2)cc1
  6	3	-12	0	-1	-3	7	-10	-10	15	-4
COc1cc(C(=O)Nc2nc(OC)c(-c3ccccc3)c(OC)n2)cc(OC)c1OC
  -2	1	12	-4	16	-11	15	-3	21	7	12
CCCCC1CCC(C(=O)NCC(c2ccco2)N2CCOCC2)CC1 (centres undefined)
  8	6	-19	-4	5	6	-8	-19	4	3	2
CC(=O)ON=C1C=CC(=C(C#N)c2ccccc2)C=C1
  .	18	23	.	28	26*	66	.	-38	22	7
CCn1c(SCC(=O)NCC2CCCO2)nc2c([nH]c3ccccc32)c1=O (centres undefined)
  -16	13	3	-9	-17	-10	32	-9	0	12	4

An excerpt from above in order of formula weight, smallest number first.
Order of values – TLR9-MyD88 block	C8 TRAIL sens	TROY NFkB inh	EBV LMP1 NFkB	SRC2 inh	NOD2 RIPK2 PPI	LRH-1 inv ag	Vif imaging	COUP-TFII inh	SRC3 inh	NCOA1 inh
CC(=O)ON=C1C=CC(=C(C#N)c2ccccc2)C=C1
  .	18	23	.	28	26*	66	.	-38	22	7
CCCCNC(=O)c1ccc(CS(=O)(=O)c2ccccc2OC)o1
  -7	-8	8	-5	3	-2	-1	.	-10	19	-5
COc1cc(C(=O)Nc2nc(OC)c(-c3ccccc3)c(OC)n2)cc(OC)c1OC
  -2	1	12	-4	16	-11	15	-3	21	7	12

Screening results deposited in PubChem BioAssay by several laboratories.

Not all compounds are listed; count on the stated rates, not on these rows.
